# From PubChem BioAssay
# Cdc42 wt GTP = changes GTP binding to wildtype human Cdc42; GST-Cdc42 beads, Bodipy-GTP binding, flow cytometry; actives lie on both sides; AID 761; percent activity (GTP binding), % at 10 µM; actives 0.2% (n = 190,000);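 active = percent activity GTP binding at least 20 points away from the 100% baseline, either down as inhibitor or up as activator; inconclusive = compound flagged as likely green fluorescent from well-wide comparison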;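 note: median bead fluorescence of bound Bodipy-FL-GTP at 100 nM; 0% = excess unlabeled GTP control and 100% = no compound control; below 100% means less GTP binding so inhibitor and above means activator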
# Rac1 wt GTP bind = human Rac1 wildtype GTP binding, inhibitors and activators; P63000; GST-Rac1 beads, fluorescent GTP binding, flow cytometry; actives lie on both sides; 0 = cold GTP competed, 100 = untreated; GTP binding activity (% of control), % at 10 µM; actives 0.27% (n = 190,000); AID 757;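 active = GTP binding activity at least 20 points away from the 100% control level, either lower or higher; inconclusive = compound flagged as likely green fluorescent, judged across all proteins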
# Avidin bead fluor = avidin bead compound fluorescence profile; Avidin beads, compound fluorescence 488/530 nm, flow cytometry; active compounds read high; fluorescence (KMESF) at 10 µM; actives 0.38% (n = 220,000); AID 1775; in the data active = fluorescence above about 47; note: inactives centre near 10
# GSH bead fluor = GSH bead compound fluorescence profile. GSH beads flow cytometry, compound fluorescence 488/530 nm; active compounds read high. actives 0.25% (n = 190,000). fluorescence (KMESF) at 10 µM; in the data active = fluorescence above about 89;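 note: glutathione beads carrying GST-tagged Bcl family fusion proteins plus one bare bead set; values are compound well signal with DMSO vehicle wells as background; inactives centre near 16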
# Rab7 wt GTP bind = alters GTP binding to wildtype dog Rab7; GST-Rab7 beads, fluorescent GTP binding, flow cytometry; actives lie on both sides; untreated = 100%, excess cold GTP = 0%; GTP binding activity (percent of control), % at 10 µM; actives 0.055% (n = 190,000);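 active = fluorescent GTP binding to Rab7 beads changed by at least 20 points from the 100% baseline, either direction, mostly lower; inconclusive = compound itself probably fluorescent, or too few beads counted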;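 note: median green fluorescence of bound Bodipy-FL-GTP per Rab7 bead population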
# Pf gametocyte = P. falciparum stage V gametocyte viability inhibition; P. falciparum stage V gametocytes, ATP luminescence, 24 h; inhibition, % at 10.9 µM; actives 0.065% (n = 150,000); AID 743093;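 active = inhibition above the mean plus 3 SD of compounds within the control limits, set per campaign, cut at about 38% in these data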;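 note: 0% = DMSO wells and 100% = medium only without gametocytes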
# HRas wt GTP = changes GTP binding to wildtype human HRas | P01112 | GST-Ras wt beads, Bodipy-FL-GTP binding, flow cytometry; actives lie on both sides | GTP binding activity, % at 10 µM | actives 0.14% (n = 190,000) | AID 759;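 active = GTP binding activity at least 20% away from the 100% baseline, either lowered as inhibitor or raised as activator; inconclusive = flagged as likely green fluorescent, judged across all proteins in the well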;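 note: 0% = unlabeled GTP competition control and 100% = no-compound control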
# Rac1 mut GTP = human Rac1 activated mutant GTP binding change | GST-Rac1 activated beads, fluorescent GTP binding, flow cytometry; actives lie on both sides; 100% means binding = to untreated wells | P63000 | AID 764 | percent activity (GTP binding), % at 10 µM | actives 0.11% (n = 190,000);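 active = GTP binding at least 20 percentage points away from the 100% baseline, in either direction, so actives lie on both sides; inconclusive = Compound likely fluorescent itself, or too few beads counted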
# ABCB1 inh = inhibitors of human ABCB1 transporter, ABCG2 counter-screen. CCRF-Adr cells, JC-1 efflux, flow cytometry. inhibition, % at 6.6 µM. actives 0.067% (n = 190,000). P08183; in the data active = inhibition above about 40%;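 note: 0% = vehicle and 100% = reference inhibitor; higher value means more JC-1 retained so stronger ABCB1 efflux block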
# Target sequence (P08183 whole entry, looked up): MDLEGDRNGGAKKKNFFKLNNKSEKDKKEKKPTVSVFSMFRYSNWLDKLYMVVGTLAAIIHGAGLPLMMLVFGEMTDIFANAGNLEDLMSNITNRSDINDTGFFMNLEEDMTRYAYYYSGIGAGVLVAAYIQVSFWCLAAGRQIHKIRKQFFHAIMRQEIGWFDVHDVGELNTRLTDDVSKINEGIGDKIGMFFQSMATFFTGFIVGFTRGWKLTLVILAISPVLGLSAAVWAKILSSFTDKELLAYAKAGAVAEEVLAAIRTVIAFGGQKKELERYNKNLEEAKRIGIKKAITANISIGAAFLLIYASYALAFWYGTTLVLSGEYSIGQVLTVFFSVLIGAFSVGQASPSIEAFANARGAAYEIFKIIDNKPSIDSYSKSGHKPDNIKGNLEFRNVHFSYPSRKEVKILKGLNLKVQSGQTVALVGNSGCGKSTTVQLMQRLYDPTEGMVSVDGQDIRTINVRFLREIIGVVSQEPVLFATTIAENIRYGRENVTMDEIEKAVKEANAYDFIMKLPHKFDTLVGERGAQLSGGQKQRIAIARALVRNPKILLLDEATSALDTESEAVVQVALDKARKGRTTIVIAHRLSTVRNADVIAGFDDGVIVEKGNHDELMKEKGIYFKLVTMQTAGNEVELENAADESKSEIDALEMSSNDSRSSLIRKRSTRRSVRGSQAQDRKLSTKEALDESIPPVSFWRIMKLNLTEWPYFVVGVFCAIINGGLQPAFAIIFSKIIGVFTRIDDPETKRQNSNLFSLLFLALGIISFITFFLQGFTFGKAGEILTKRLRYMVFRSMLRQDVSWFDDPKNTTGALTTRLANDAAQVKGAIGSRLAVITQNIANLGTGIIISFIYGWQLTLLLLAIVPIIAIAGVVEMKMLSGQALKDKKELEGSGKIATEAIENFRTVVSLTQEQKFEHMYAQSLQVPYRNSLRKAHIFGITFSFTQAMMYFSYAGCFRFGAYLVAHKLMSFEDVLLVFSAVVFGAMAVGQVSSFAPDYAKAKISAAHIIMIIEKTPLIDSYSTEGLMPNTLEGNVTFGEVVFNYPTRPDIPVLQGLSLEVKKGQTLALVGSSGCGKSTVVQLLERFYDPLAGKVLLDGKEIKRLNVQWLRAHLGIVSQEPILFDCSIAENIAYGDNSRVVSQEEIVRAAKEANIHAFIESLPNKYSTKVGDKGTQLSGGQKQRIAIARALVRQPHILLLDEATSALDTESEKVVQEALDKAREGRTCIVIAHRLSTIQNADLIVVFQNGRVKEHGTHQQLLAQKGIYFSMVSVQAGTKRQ
# Rab2A wt mod = changes GTP binding to wildtype dog Rab2A, up or down; P61105; GST-Rab2 wt beads, Bodipy-GTP binding, flow cytometry; GTP binding activity, % at 10 µM; actives 0.19% (n = 190,000);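 active = GTP binding activity at least 20 points away from 100%, either lowered or raised; inconclusive = signal likely due to the compound's own green fluorescence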;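 note: 0% = beads with excess unlabeled GTP and 100% = no-compound control corrected for plate trend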
# ABCG2 block = blocks JC-1 efflux by human ABCG2 transporter; AID 1325; actives 0.1% (n = 190,000); Q9UNQ0; inhibition, % at 6.6 µM; IgMXP3 cells, flow cytometry;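 active = inhibition above 80%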;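 note: 0% = DMSO and 100% = nicardipine control wells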
#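 Test system: IgMXP3 (ABCG2) plus far-red-tagged CCRF-Adr (ABCB1) cells / Amount: 3 million cells/mL in well / Reagent: JC-1 transporter substrate / Timing: 10 min compound exposure, 25 °C / Signal: flow cytometry, 530 nm JC-1 signal / Read-out: percent efflux inhibition, scaled nicardipine 100% to DMSO 0% / Benchmarks: nicardipine as high control, DMSO as low control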
# * marks the source's active call; other numbers are inactive results; ? = inconclusive; / = not tested or not shown.
SMILES,Cdc42 wt GTP,Rac1 wt GTP bind,Avidin bead fluor,GSH bead fluor,Rab7 wt GTP bind,Pf gametocyte,HRas wt GTP,Rac1 mut GTP,ABCB1 inh,Rab2A wt mod,ABCG2 block
Cc1cc(CNC(=O)C(C)Cc2ccccc2)nn1C (stereo not given),100,103,10,18,96,/,100,101,0.4,102,0
CCOc1ccccc1NC(=O)CC1Nc2ccccc2NC1=O (stereo not given),90,94,24,18,94,6,89,94,0.6,88,2
COc1ccc(/C=C/c2nnc(NC(=O)CSc3ccc(Cl)cc3)s2)cc1,105,105,10,13,101,6,101,99,-1.2,101,-10
O=c1oc2ccc([N+](=O)[O-])cc2c(N2CCOCC2)c1[N+](=O)[O-],94,100,12,10,94,4,94,93,0.2,95,0
O=C1OC(Cc2ccncc2)C(O)=C1C1=NCCCN1 (stereo not given),101,105,14,6,98,/,98,100,0.4,97,-1
COC(C(=O)Nc1cc([N+](=O)[O-])ccc1C)c1ccccc1 (stereo not given),91,96,10,13,105,2,96,93,0.1,96,6
CCOC(=O)CCc1c(C)c2ccc(OCC(=O)N(CC)CC)c(C)c2oc1=O,100,100,8,12,101,/,101,98,0.4,102,2
Cc1ccc(CC2CC(=O)N(Cc3ccco3)C2=O)cc1 (stereo not given),104,100,11,24,99,/,103,99,0.7,103,5
O=C(C[n+]1ccccc1)N/N=C/c1ccccc1F,94,87,35,29,92,3,91,95,0.9,93,2
Cc1onc(-c2c(F)cccc2Cl)c1C(=O)NC(=S)Nc1c(C)n(C)n(-c2ccccc2)c1=O,94,96,9,16,87,16,92,94,0.2,91,8
Cc1nnc(NC(=O)CSc2ncnc3c2cnn3-c2ccccc2C)s1,107,116,22,11,106,/,109,99,0.4,98,3
O=C(CNCC1CCCO1)NCc1ccco1 (stereo not given),96,101,13,13,100,23,98,97,0.2,99,0
O=C(Nc1ccc2c(c1)C(=O)N(c1ccccc1)C2=O)C1CCCO1 (stereo not given),106,108,5,17,99,-8,105,99,0.3,100,8
O=C(CN1C(=O)C2C3C=CC(C3)C2C1=O)Nc1ccc(C(=O)O)cc1 (stereo not given),102,99,10,23,97,/,102,99,-0.2,101,1
CCC(C)NC(=O)c1ccccc1NS(=O)(=O)c1ccc(OC)c(OC)c1 (stereo not given),104,101,7,20,100,-1,102,100,0.3,103,0
Nc1nc(=S)n(-c2ccccc2)[nH]1,101,103,13,11,95,11,98,97,-0.3,102,-1
CCOC(=O)N1CCN(C(=O)CN(c2ccc(C)c(C)c2)S(=O)(=O)c2ccccc2)CC1,96,94,25,19,96,/,95,92,2.5,95,1
O=C(CC(c1ccccc1)c1ccccc1O)NCc1ccccc1Cl (stereo not given),99,98,14,20,100,15,97,96,0.7,97,4
C=CCOC(=O)c1cc(-c2ccc(/C=C3\C(=O)NC(=O)C(C#N)=C3C)o2)ccc1Cl,87,90,5,260*,95,/,96,90,-0.4,93,-1
CCOC(=O)/C=C/C(=O)OCC(=O)Nc1c(Cl)cccc1Cl,93,92,20,11,99,-14,97,92,0.4,97,3
COc1ccc2c(c1OC)C(=O)N1c3ccccc3C(=O)N(c3ccccc3)C21 (stereo not given),104,102,7,32,100,/,101,99,1.5,99,4
CC(C(=O)Nc1cccnc1)c1ccc([N+](=O)[O-])cc1 (stereo not given),97,101,8,18,94,-30,96,98,0.4,96,3
CC1(C)Cc2c(c(N3CCOCC3)nc3sc(C#N)c(N)c23)CS1,108,106,22,24,107,0,109,102,1.0,108,5
COCCN(C(=O)CC1C(=O)NCCN1CC(c1ccccc1)c1ccccc1)C(C)C (stereo not given),100,103,13,15,101,19,101,95,-0.5,99,-1
CC#CC(=O)N1CCC(CO)(CCc2ccccc2)CC1,100,99,20,9,98,-8,97,97,0.5,97,1
O=c1c2ccccc2nc(-c2cccs2)n1-c1ccc2ccccc2c1,98,104,4,8,103,-7,101,101,0.3,100,-4
CCOc1ccc(NC(=O)C[n+]2ccc(N(C)C)cc2)cc1,104,104,8,29,102,/,102,98,1.3,98,24
CC(=O)/C(C#N)=C1\NC(=O)C(Cc2ccc(C)c(C)c2)S1 (stereo not given),99,100,14,36,101,/,98,94,-0.8,98,21
Cc1c(C#N)c2ccccc2n1CC(=O)NCCc1c[nH]c2ccccc12,95,98,6,24,99,/,98,97,0.3,98,1
N#Cc1nc(COc2ccc(Br)cc2)oc1N1CCCCCC1,97,98,3,20,94,/,94,96,0.3,96,1
NC(=O)CSc1nnc(-c2ccccc2Br)n1-c1cccc(C(F)(F)F)c1,97,103,10,8,99,-4,101,103,0.5,102,4
Cc1cc(C)n(-c2cc(C(C)(C)C)nc3c(-c4ccc(Cl)cc4)cnn23)n1,96,100,21,18,102,-15,100,99,3.1,100,5
CC(C)(C)NC(=O)CSc1nnc(NC(=O)CCn2cnc3ccccc3c2=O)s1,98,96,6,32,99,-49,98,93,0.1,99,0
Cc1ccc(C)c(N(CC(=O)NC2CCCC2)C(=O)c2cc3cc4cccc(C)c4nc3s2)c1,102,104,6,23,100,-7,102,100,1.1,100,4
CCOC(=O)c1[nH]c2ccc(F)cc2c1NC(=O)CCN1CCOCC1,100,101,3,24,97,5,97,97,-0.2,98,4
O=C(N/N=C\c1ccc(-c2ccc([N+](=O)[O-])cc2)o1)c1ccc2c(c1)OCO2,102,103,15,17,100,-1,101,103,-0.2,103,-1
Cc1ccccc1NC1=C(Cl)C(=O)N(C2CCCCC2)C1=O,91,100,12,8,98,/,99,98,0.2,98,11
CCC(C)NC(=O)c1c(N)n(/N=C/c2cccs2)c2nc3ccccc3nc12 (stereo not given),92,93,11,28,95,/,97,90,0.2,94,0
CC(C)(C)c1cc(-n2ccnc2)n2ncc(-c3ccc(Cl)cc3)c2n1,97,100,11,10,96,19,97,98,0.5,96,11
COc1ccccc1OCC(=O)NN=C(Cc1ccccc1)Cc1ccccc1,97,103,12,10,96,11,99,102,0.4,95,3
O=c1c(-c2ccc(Oc3ccccc3)cc2)[n+]([O-])c2ccccc2n1OCc1ccccn1,104,104,15,36,101,17,100,98,4.0,103,42
COCc1[nH][nH]c(=O)c1C=Nc1ccc(Cl)cc1,106,108,14,33,99,/,103,103,0.1,101,37
O=C(O/N=C/c1ccc2c(c1)OCO2)c1ccc([N+](=O)[O-])cc1,99,99,24,11,103,-31,99,96,0.5,99,5
CCc1[nH]nc2c1C1(CCN(C(=O)OCc3ccccc3)CC1)C(C#N)=C(N)O2,103,109,34,29,97,/,100,99,0.9,101,46
Cc1ccc(N(C)C(=O)C2CCN(S(=O)(=O)c3ccc4c(c3)oc(=O)n4C)CC2)cc1,108,111,7,18,103,/,105,104,-3.0,102,-4
N#CC1(c2c(O)nc3n(c2=O)CCCS3)CCCCC1,99,103,6,42,103,/,101,99,0.7,98,3
CCOC(=O)c1c(C)[nH]c(C)c1C(=O)COC(=O)[C@@H](NC(=O)c1ccccc1OCC)C(C)C,100,104,7,45,98,/,100,99,1.6,98,33
COc1ccc(CN2CCSCC2)cc1O,103,105,8,5,98,-8,100,100,-0.2,97,-1
Cc1ccc(C)c(NC(=O)c2ncn[nH]2)c1,105,105,12,24,105,/,104,100,-0.3,104,1
CN(C)Cc1c(O)ccc2[nH]cnc12,?,?,18,29,?,3,?,?,0.3,?,2
CCN(CC)S(=O)(=O)c1ccc2c(c1)nc(CCC(=O)OCc1c(C)noc1C)n2C,105,115,8,13,106,/,102,103,0.5,106,8
COc1cc(/C=N/O)cc(Br)c1OCc1cccc(Cl)c1,106,104,15,10,109,/,105,99,0.5,106,2
O=C(N/N=C1\CC2CC=CC12)c1ccc(Br)cc1 (stereo not given),96,96,19,10,98,0,95,96,0.0,97,0
CCOC(=O)N/N=C/c1c[nH]c2ccccc12,95,94,3,12,95,17,92,95,0.0,95,0
CC(C)(C)NC(=O)C(c1ccccc1)N(C(=O)c1csnn1)C1CC1 (stereo not given),96,95,13,21,96,-10,96,95,0.5,97,0
CC(C)(C)C(=O)Cn1c(=O)n(CC2CCCO2)c(=O)c2ccccc21 (stereo not given),101,108,11,26,101,/,99,97,0.9,98,1

# Additional entries follow.
SMILES,Cdc42 wt GTP,Rac1 wt GTP bind,Avidin bead fluor,GSH bead fluor,Rab7 wt GTP bind,Pf gametocyte,HRas wt GTP,Rac1 mut GTP,ABCB1 inh,Rab2A wt mod,ABCG2 block
O=C(O)c1ccc(N=c2oc3cc(O)ccc3cc2C(=O)NCc2ccccc2)cc1,90,95,8,19,92,42*,92,89,0.8,91,8
COc1ccc(Br)cc1CNC(=O)Nc1cccs1,99,102,4,30,98,21,99,98,-0.1,100,0
Cc1ccc(NC(=O)Nc2ccc(S(N)(=O)=O)cc2)cc1,98,99,4,11,105,-16,98,95,1.4,99,3
O=C(N/N=C/c1ccc(Br)o1)c1cncc(Br)c1,97,98,2,8,97,/,99,96,0.1,95,1
COc1ccc2nc(NC(=O)CSc3nc4cccnc4n3C)sc2c1,97,94,1,26,95,/,95,92,0.2,94,1
CCOC(=O)NC(C(F)(F)F)(C(F)(F)F)P(=O)(c1ccccc1)c1ccccc1,102,101,8,22,101,10,99,98,0.1,101,1
CN1CCc2c(sc3c2c(=O)n(-c2ccc(Cl)cc2)c2nncn32)C1,103,101,13,22,96,/,104,101,-0.1,103,0
COC(=O)C1(Cc2ccccc2)NC(c2ccc(F)cc2)C2C(=O)N(C)C(=O)C21 (stereo not given),101,102,1,14,101,/,101,97,1.2,102,3
Cc1cccc2nc(C(F)(F)F)nc(=O)n12,101,101,37,24,97,/,97,99,-0.2,100,0
Cc1ccc(-n2ncc3c(=O)[nH]c(SC(C)C)nc32)cc1,98,97,6,23,96,/,93,95,1.7,97,4
Cc1ccc(NC(=O)COC(=O)/C=C/c2ccco2)cc1S(=O)(=O)N(C)C,101,102,4,11,96,-7,98,97,0.5,97,11
CCCCN(CCCC)S(=O)(=O)c1ccc(C(=O)Nc2nnc(CSC)o2)cc1,93,94,9,15,98,/,95,93,0.9,94,3

# Rows were taken by chance. About 1.1% of those tested had a hit in this group.
